IDE inh: inhibitors of human insulin-degrading enzyme in cells; HEK cells, FAbetaB cleavage, fluorescence polarization; inhibition, % at 5.59 µM; hit rate 0.41% among 320,000;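 active = percent inhibition above the average of all tested compounds plus 3 SD, set per screening campaign, cut at about 16% in these data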;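 also: IDE supplied by intact live HEK cells; FP after avidin binding of uncleaved biotin substrate so inhibition keeps polarization high; 0% = DMSO wells and 100% = 60 µM reference IDE inhibitor Ii1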
NALP1 inh: NALP1 inhibition | S. cerevisiae NALP1/ASC/caspase-1 growth, X-gal OD620, 72 h | inhibition, % at 10 µM | hit rate 0.61% among 280,000 | AID 2071; in the data active = inhibition mostly above about 24%, no sharp cut-off; inactive = mostly below about 32%; also: some compounds called inactive have numbers as strong as hits
IMP-1 inh: blocks Pseudomonas aeruginosa IMP-1 metallo-beta-lactamase; purified IMP-1, nitrocefin hydrolysis, epi-absorbance fluorescence; hit rate 0.45% among 290,000; inhibition, % at 5.6 µM;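 active = inhibition above the mean plus 3 SD of all compounds in the same screening run, cut at about 4.5% in these data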;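 also: 0% = IMP-1 with DMSO and 100% = DMSO wells lacking enzyme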
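Assay system: purified recombinant IMP-1 beta-lactamase. Input: IMP-1 0.2 nM before substrate addition. Buffer or medium: Zinc- and detergent-supplemented HEPES buffer, pH 7.1. Schedule: 25 °C, 15 min preincubation, 25 min reaction. Signal: Epi-absorbance fluorescence, 480 nm excitation, 530 nm emission. Evaluation: percent inhibition from optical density relative to buffer-blank wells.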
IDE cell activ: activators of human insulin-degrading enzyme in cells; activation, % at 5.96 µM; HEK cells, FAbeta-B cleavage, fluorescence polarization; 0% vehicle, 100% cell-free pure enzyme wells; hit rate 0.073% among 340,000; AID 493087;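 active = activation above the mean of all tested compounds plus 3 SD, set per screening campaign, cut at about 17% in these data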
VIM-2 inhibitor: blocks Pseudomonas aeruginosa VIM-2 metallo-beta-lactamase | purified VIM-2, nitrocefin hydrolysis, epi-absorbance fluorescence | hit rate 0.89% among 290,000 | inhibition, % at 5.6 µM;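 active = inhibition above the mean of all tested compounds plus 3 SD, cutoff set per screening run, cut at about 7.5% in these data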;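 also: red hydrolysis product quenches plate fluorescence so inhibitors raise well fluorescence; 0% = enzyme with DMSO and 100% = DMSO without enzyme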
PHOSPHO1 inh: inhibitors of human PHOSPHO1 phosphatase; Q8TCT1; recombinant PHOSPHO1, absorbance phosphatase assay; inhibition, % at 13.3 µM; hit rate 1.1% among 290,000; AID 1565; in the data active = inhibition above about 60%
p-CIP stab down: compounds decreasing mouse p/CIP protein stability | AID 1984 | hit rate 0.01% among 290,000 | F442A p/CIP-EGFP cells, EGFP fluorescence, 16 h | decrease of EGFP signal, % at 10 µM | Q05BA5;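 active = EGFP signal decrease of at least 30% at 10 µM or well 3 SD below plate mean, unless failing retest; inactive = the rest, including hits failing retest or dose response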; also: some compounds called inactive have numbers as strong as hits; many of its hits are not listed in these tables
Target sequence (Q05BA5 1-1403): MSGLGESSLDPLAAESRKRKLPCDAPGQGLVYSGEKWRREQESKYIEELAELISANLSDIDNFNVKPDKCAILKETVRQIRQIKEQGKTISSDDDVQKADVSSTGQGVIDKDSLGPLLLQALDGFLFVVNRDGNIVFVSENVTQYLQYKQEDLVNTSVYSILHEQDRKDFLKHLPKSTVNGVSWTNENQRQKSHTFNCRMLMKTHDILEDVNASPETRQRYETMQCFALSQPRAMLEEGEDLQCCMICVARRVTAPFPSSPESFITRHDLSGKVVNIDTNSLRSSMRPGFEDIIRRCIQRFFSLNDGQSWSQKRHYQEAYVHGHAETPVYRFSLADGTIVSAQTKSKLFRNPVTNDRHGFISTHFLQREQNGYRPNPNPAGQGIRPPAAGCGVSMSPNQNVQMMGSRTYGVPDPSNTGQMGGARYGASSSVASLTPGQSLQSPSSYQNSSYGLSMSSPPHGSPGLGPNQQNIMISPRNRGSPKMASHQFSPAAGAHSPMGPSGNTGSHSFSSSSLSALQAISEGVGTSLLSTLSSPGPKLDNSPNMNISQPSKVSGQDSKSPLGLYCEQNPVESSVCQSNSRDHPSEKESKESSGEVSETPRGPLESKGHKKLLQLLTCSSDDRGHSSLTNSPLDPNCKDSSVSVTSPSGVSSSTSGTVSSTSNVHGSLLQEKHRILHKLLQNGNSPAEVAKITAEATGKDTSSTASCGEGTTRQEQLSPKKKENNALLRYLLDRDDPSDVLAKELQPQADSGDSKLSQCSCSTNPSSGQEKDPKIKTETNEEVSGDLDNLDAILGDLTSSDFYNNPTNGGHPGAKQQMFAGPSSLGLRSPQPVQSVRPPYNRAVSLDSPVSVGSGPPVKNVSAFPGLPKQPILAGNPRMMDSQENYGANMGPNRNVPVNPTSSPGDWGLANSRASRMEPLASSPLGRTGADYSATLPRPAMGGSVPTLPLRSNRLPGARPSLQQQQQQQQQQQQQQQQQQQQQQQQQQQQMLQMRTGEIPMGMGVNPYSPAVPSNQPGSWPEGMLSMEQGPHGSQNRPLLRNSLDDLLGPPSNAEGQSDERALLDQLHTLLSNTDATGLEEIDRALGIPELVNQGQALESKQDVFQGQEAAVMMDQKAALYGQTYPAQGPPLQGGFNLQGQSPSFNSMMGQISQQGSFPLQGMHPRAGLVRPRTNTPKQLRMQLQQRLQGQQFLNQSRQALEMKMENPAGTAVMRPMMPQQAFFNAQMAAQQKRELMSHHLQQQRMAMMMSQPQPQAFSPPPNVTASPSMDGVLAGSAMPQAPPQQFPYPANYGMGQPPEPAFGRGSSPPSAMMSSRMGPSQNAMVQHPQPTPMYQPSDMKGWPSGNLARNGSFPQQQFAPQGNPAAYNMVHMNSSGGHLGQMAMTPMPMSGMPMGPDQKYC
PfM18AAP inh: PfM18AAP enzyme inhibition | recombinant PfM18AAP, H-Glu-NHMec fluorogenic cleavage | inhibition, % at 7.35 µM | hit rate 1.2% among 290,000;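 active = inhibition above the campaign mean inhibition over all tested compounds plus 3 SD, cut at about 28% in these data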;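 also: 0% = plate median of test compound wells and 100% = 2 mM ZnCl2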
GPR7 antag: blocks human GPR7 receptor signaling; P48145; hit rate 1.1% among 290,000; AID 1861; inhibition, % at 4.4 µM; GPR7-expressing cells, fluorescence antagonist assay; in the data active = inhibition above about 16%, passing the limit was not always enough;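 also: cells stimulated with the agonist NPW; 0% = agonist with vehicle and 100% = vehicle without agonist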
An asterisk follows results filed as active; / = no result given.

p-CIP stab down	GPR7 antag	IMP-1 inh	PHOSPHO1 inh	VIM-2 inhibitor	PfM18AAP inh	NALP1 inh	IDE inh	IDE cell activ	SMILES
-5	13	-3.1	0	-2.4	0	25	-4	4	CN(CCCCCCCCC(=O)/C=N/O)Cc1ccccc1
2	6	-1.7	12	0.9	-4	/	5	7	Cc1cccc(OCCCC(=O)Nc2ccc(Br)cc2)c1
-3	-9	1.5	-1	-0.4	-1	-2	1	1	O=C(Nc1cccn(Cc2ccccc2Cl)c1=O)NC1CCCCC1
-7	-16	-1.5	-29	-1.7	40*	1	3	-5	CCc1c(C)sc(NC(=O)c2ccoc2C)c1C(N)=O
-7	4	-3.2	-9	-0.2	-9	4	5	7	COc1ccc(Cl)cc1S(=O)(=O)NCc1cccnc1
-3	-9	-2.1	34	-8.4	0	0	4	2	CC(C)Cn1c(SCC(=O)c2c(N)n(C)c(=O)n(C)c2=O)nc2ccccc21
-5	2	-2.7	10	-2.0	4	5	8	-1	COc1cccc(/C=N\NC(=O)c2ccc(C)nc2)c1
1	-2	-7.8	18	-4.9	-3	18	4	-2	COc1ccccc1OCc1ccc(C(=O)N2CCN3CCCC3C2)cc1 (configuration not stated)
-11	3	-1.8	/	-1.9	0	19	-1	5	c1ccc(CN2CCN(Cc3c[nH]c4ccccc34)CC2)cc1
0	-8	-0.1	16	2.0	-4	8	-2	6	COc1ccc(/C=N/N=C/c2ccc(OC)c(OC)c2)cc1OC
-11	-7	-4.5	7	-1.1	1	2	0	/	CCN(CC)C(=O)C1=C(C)NC(=O)NC1c1ccccc1F (configuration not stated)
-1	-9	-3.7	5	-6.6	11	-5	-7	4	CCCC(C(=O)NC1CCCCC1)N(CC1CCCO1)C(=O)CNS(=O)(=O)c1ccc(F)cc1 (configuration not stated)
-15	/	/	22	/	/	-10	2	4	CC(C)CCn1c(NCCc2ccccc2)nc2c1c(=O)n(C)c(=O)n2C
-2	-8	-1.5	6	-4.8	-1	29	-2	2	Cc1cccc(C)c1NC(=O)COC(=O)Cc1ccsc1
-30	0	-0.3	10	0.6	-20	32	-6	3	Cc1cccc2cc(CN(Cc3nnnn3Cc3ccco3)C3CCCC3)c3nnnn3c12
7	6	-1.1	6	-0.2	-5	7	2	7	CN(Cc1ccccc1)S(=O)(=O)c1ccc2c(c1)n(C)c(=O)n2C
-2	-4	-3.2	9	-2.7	-1	-5	0	-2	Cc1cc(C)c(C#N)c(OCC(=O)c2ccccc2)n1
4	-30	-2.7	56	-4.1	0	9	0	0	CC(Oc1ccc(F)cc1)C(=O)Nc1ccccc1N1CCCCC1 (configuration not stated)
-10	-4	-4.7	-91	-4.7	3	-1	-13	5	Cc1cc(C)c(S(=O)(=O)/N=C2\C=C(NS(=O)(=O)c3ccccc3)C(=O)c3ccccc32)c(C)c1
11	16	-3.3	20	-3.6	-2	-5	/	0	COCCNC(=S)N(CCc1c(C)[nH]c2ccc(F)cc12)Cc1ccc(C)cc1
-4	-1	-4.7	37	-1.9	11	-2	1	-3	Cc1ccccc1Cn1c(-c2ccc(=O)[nH]c2)nc2ccccc21
-14	3	-1.6	16	-0.5	-8	14	-5	-1	CC(NS(=O)(=O)c1ccc(N)cc1)C1CC2CCC1C2 (configuration not stated)
1	-11	-2.7	1	-1.6	-9	1	-2	0	CCN(c1ccccc1)S(=O)(=O)c1ccc(N)cc1
10	-17	-1.9	53	-1.3	0	11	1	2	O=C(Nc1ccnc(-c2ccncc2)n1)c1ccc(Cl)cc1
-1	-1	0.9	-11	-2.8	-2	30	1	1	Cc1cnc(C(=O)OCC(=O)NCc2ccccc2)cn1
-3	-13	-1.2	3	-5.3	2	5	1	1	Brc1ccc(-c2csc(Nc3nc(-c4ccc(Br)cc4)cs3)n2)cc1
-3	-3	0.0	26	-3.8	2	10	4	9	COc1ccc(NC(=O)c2ccc(-n3nc(C)cc3C)cc2)cc1OC
-11	-6	3.8	27	-2.1	-6	3	-4	-1	CCN(CC)C(=O)C(Oc1ccc(C)nc1[N+](=O)[O-])c1ccccc1 (configuration not stated)
-16	-5	-2.8	43	-3.3	4	/	-1	9	CCOc1ccc2sc(NS(=O)(=O)c3ccc(OC)c(OC)c3)nc2c1
7	-3	-2.7	-22	3.4	2	25	0	2	COc1ccc(-c2cc(C(F)F)n3ncc(C(=O)NCCCN4CCCC4=O)c3n2)cc1
4	-10	-2.5	-14	1.4	4	-4	8	-3	CN/N=C/c1ccc(C#N)cc1
-16	-4	-0.6	41	-2.1	-15	19	1	0	Cc1ccc(C(=O)N[C@H](C(=O)Nc2sccc2C(N)=O)C(C)C)cc1
-2	-19	-3.0	26	-0.2	3	19	0	-3	CC(C)CNC(=O)CN1c2cccc3cccc(c23)S1(=O)=O
-9	2	-3.5	12	-2.8	5	9	0	1	CC1OC(C)(C)OC1C1CNc2nc(NC(=O)C(C)(C)C)[nH]c(=O)c2N1C(=O)c1cccnc1 (configuration not stated)
-4	-6	-4.0	-14	-3.8	3	16	2	-3	Cc1onc(-c2ccccc2)c1C(=O)N/N=C/c1cc2c(cc1Cl)OCO2
-3	-12	-0.4	25	0.5	-4	22	-2	0	O=c1[nH]c(CSc2cccc[n+]2[O-])nc2ccccc12
0	-13	-0.6	16	1.3	-6	/	2	6	O=c1c(-c2ccc3c(c2)OCCO3)coc2cc(OC3OC(CO)C(O)C(O)C3O)ccc12 (configuration not stated)
-4	-14	-2.6	30	-1.6	0	17	4	1	O=c1cc(Cl)[nH]n(-c2ccccc2)c1=O
3	-9	-3.7	17	-3.6	7	14	0	4	O=C(COC(=O)c1cncc(Br)c1)NCc1ccc(F)cc1
-3	-17	-1.5	-9	-3.5	0	0	0	-3	COc1ccc(C(=O)NC(=S)NNC(=O)CCc2ccccc2)cc1
-7	-11	-3.0	8	-0.2	-2	-2	-1	-4	O=C(O)CNC(=O)CCn1nnc2ccccc2c1=O
-5	23*	-1.3	15	0.9	0	-3	-3	5	CCCc1noc2c1/C(=N\O)CC(c1ccccc1)C2 (configuration not stated)
3	-2	-0.7	4	-5.8	6	-1	1	4	C=CCNCCCCOc1cccc(Br)c1
-16	-10	-1.0	41	0.1	-11	-3	/	/	CCc1nnc(NS(=O)(=O)c2ccc(NC(=S)NC(=O)/C=C/c3cccs3)cc2)s1
2	-11	-4.2	-30	-3.4	5	2	0	-8	OC(c1ccc(Cl)cc1)c1nnc(-c2ccccc2)o1 (configuration not stated)
3	-2	-3.1	35	-5.1	-6	-9	6	-5	O=C(NCc1ccncc1)Nc1cc(Cl)ccc1Cl
5	5	-3.9	47	-1.1	3	4	1	-1	CCOC(=O)C1(Cc2cccc(OC)c2)CCN(Cc2cccc(OCC)c2O)CC1
0	-2	-4.3	15	-2.7	6	21	6	4	COc1cc(NC(=O)C2CCCN(S(=O)(=O)c3cccc4nsnc34)C2)cc(OC)c1 (configuration not stated)
3	-14	-1.8	34	-1.1	-1	1	0	2	O=C1CN(C(=S)NC(=O)c2ccccc2[N+](=O)[O-])CCN1
-1	-8	-1.9	-74	-2.8	15	4	-2	0	NC(=S)NNc1c(F)c(F)c(F)c(F)c1F
-16	-4	-1.2	32	-0.7	-4	-16	0	3	Cc1[nH]cnc1C(=O)N/N=C/c1ccc([N+](=O)[O-])s1
-10	-2	-3.5	32	-4.4	-4	-21	0	4	COc1ccc(C(NC(C)=O)c2cc(Cl)c3cccnc3c2O)cc1OC (configuration not stated)
-1	1	-0.8	-12	-0.9	-1	2	5	5	Cc1cccc(C(=O)NNC(=O)C2CCN(C(=O)OC(C)(C)C)CC2)c1
-3	-5	-3.6	71*	-3.7	-5	10	4	-21	O=C(COc1ccc(Cl)cc1Cl)NNC(=S)Nc1ccc(F)cc1
6	5	-1.8	30	-0.9	-9	5	1	1	COc1ccc(C(=O)Nc2ccc(F)cc2F)cc1
-14	-5	-2.1	44	-1.2	0	10	2	5	O=C1OCC(c2ccc(Cl)s2)=C1c1ccccc1[N+](=O)[O-]

The list continues.
p-CIP stab down	GPR7 antag	IMP-1 inh	PHOSPHO1 inh	VIM-2 inhibitor	PfM18AAP inh	NALP1 inh	IDE inh	IDE cell activ	SMILES
0	4	-3.2	5	-0.5	-2	8	11	7	Cc1ccc(NC(=O)CN(C)C(=O)c2ccc(C(F)(F)F)cc2)cc1
5	-8	-3.5	0	-1.9	-2	5	8	-3	Nc1c(CO)nnn1-c1ccccc1
-6	20	-2.6	-25	-2.6	-1	8	3	-3	Oc1ccc(Br)cc1CN1CCCCCCC1
-7	-17	-4.4	9	-3.4	0	/	-3	4	CCOc1cc(NC(=S)NCC(C)C)c(OCC)cc1NC(=O)c1ccco1
1	-3	-3.6	-6	-1.2	-6	16	1	1	Cc1ccccc1-c1nc(CS(=O)CC(=O)NC2CCCC2)c(C)o1 (configuration not stated)
-17	-3	-1.8	35	-2.6	4	-3	-2	-4	Cc1ccc2cc(C#N)c(NCCCNC(=O)C3CCCO3)nc2c1 (configuration not stated)
8	-6	-1.7	-8	-1.9	1	1	0	-1	COc1ccc(S(=O)(=O)N2CCCN(S(=O)(=O)c3ccc(OC)c(C)c3)CC2)cc1C
-3	4	-4.2	47	-0.4	8	-3	3	-1	N#C/C(=C\c1c[nH]c2ccc(Br)cc12)c1ccccn1
-9	7	-1.9	34	-2.3	-1	16	6	6	CC(=O)c1ccc(N2CCN(S(=O)(=O)c3ccc(-c4cc(C)no4)s3)CC2)cc1
3	1	-0.5	-9	-0.2	-11	/	3	3	CCCCOC(=O)c1ccc(NC(=O)c2cc(Cl)ccc2OC)cc1
-7	7	-2.6	-11	-5.1	-6	4	-1	4	O=Cc1cccn1Cc1ccc(Cl)cc1Cl
3	2	0.3	51	-0.9	-4	/	-1	2	CN(C)/C=C/C(=O)c1ccccc1
-12	0	0.1	4	-3.5	9	9	3	-2	Cc1ccc(S(=O)(=O)CC(=O)NCc2ccccc2)cc1
11	-2	-2.1	-3	1.0	-7	9	5	0	O=C(Cc1ccc(Cl)cc1Cl)Nc1ccc(OC(F)F)c(Cl)c1
-13	0	-16	25	-4.0	1	3	-4	/	Cc1nnc(NC(=O)CSc2ccc(-c3ccccn3)nn2)s1
4	2	-2.3	3	1.1	4	30	-1	/	COc1ccc(-c2c(C#N)c(N)nc3c2CCc2ccccc2-3)cc1OC
0	-6	1.7	33	-1.9	2	6	3	1	CS(=O)(=O)Nc1ccc(-c2nnc3n2CCCCC3)cc1
-11	18	-4.9	22	2.0	-13	-2	-2	7	CC1=CCC2C(=O)N(c3ccc(OC(=O)c4ccco4)cc3)C(=O)C2C1 (configuration not stated)

Of the compounds above, 4 have a nitro group on carbon.
p-CIP stab down	GPR7 antag	IMP-1 inh	PHOSPHO1 inh	VIM-2 inhibitor	PfM18AAP inh	NALP1 inh	IDE inh	IDE cell activ	SMILES
-11	-6	3.8	27	-2.1	-6	3	-4	-1	CCN(CC)C(=O)C(Oc1ccc(C)nc1[N+](=O)[O-])c1ccccc1 (configuration not stated)
3	-14	-1.8	34	-1.1	-1	1	0	2	O=C1CN(C(=S)NC(=O)c2ccccc2[N+](=O)[O-])CCN1
-16	-4	-1.2	32	-0.7	-4	-16	0	3	Cc1[nH]cnc1C(=O)N/N=C/c1ccc([N+](=O)[O-])s1
-14	-5	-2.1	44	-1.2	0	10	2	5	O=C1OCC(c2ccc(Cl)s2)=C1c1ccccc1[N+](=O)[O-]
